FBW7 act: human FBW7 E3 ligase activation, primary screen; Q969H0; AlphaScreen FBW7–phospho-cyclin E peptide binding, activator screen; normalized activity (activation), % at 26.1 µM; actives 0.13% (n = 650,000); AID 1259310; in the data active = normalized activity above about 1.9%;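 also: purified mutant Fbw7 with reduced substrate affinity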
Target sequence (Q969H0 whole entry, looked up): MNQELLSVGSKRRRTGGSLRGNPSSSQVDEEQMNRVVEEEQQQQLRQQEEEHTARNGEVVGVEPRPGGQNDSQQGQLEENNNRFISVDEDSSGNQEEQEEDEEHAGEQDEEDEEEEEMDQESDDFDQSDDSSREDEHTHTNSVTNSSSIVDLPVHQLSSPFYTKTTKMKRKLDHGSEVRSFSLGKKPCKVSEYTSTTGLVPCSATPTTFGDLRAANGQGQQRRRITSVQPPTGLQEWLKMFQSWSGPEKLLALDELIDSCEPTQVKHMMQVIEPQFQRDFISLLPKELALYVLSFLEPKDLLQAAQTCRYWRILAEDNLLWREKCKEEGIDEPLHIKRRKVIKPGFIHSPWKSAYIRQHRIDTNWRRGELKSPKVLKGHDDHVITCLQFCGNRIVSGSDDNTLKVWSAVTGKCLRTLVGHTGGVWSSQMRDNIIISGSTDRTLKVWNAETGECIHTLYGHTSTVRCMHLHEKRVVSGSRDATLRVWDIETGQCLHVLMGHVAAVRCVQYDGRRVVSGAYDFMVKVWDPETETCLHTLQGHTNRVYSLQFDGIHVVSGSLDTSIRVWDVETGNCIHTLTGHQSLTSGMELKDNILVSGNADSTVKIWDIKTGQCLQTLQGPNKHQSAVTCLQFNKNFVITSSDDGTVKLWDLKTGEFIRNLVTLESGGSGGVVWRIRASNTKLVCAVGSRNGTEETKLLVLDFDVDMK
MITF inh: human MITF inhibition, primary screen; inhibition, % at 2.6 µM; O75030; actives 0.91% (n = 650,000); AlphaScreen MITF homodimerization, bead proximity signal; in the data active = inhibition above about 50%;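 also: 0% = vehicle wells with protein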
TEAD-YAP block: TEAD-YAP interaction inhibition. HEK-TIYL cells, TEAD-Gal4/YAP UAS-luciferase luminescence. inhibition, % at 9.12 µM. actives 1.4% (n = 640,000). AID 1259422; in the data active = inhibition above about 32%;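 also: 0% = median of test compound wells and 100% = reference inhibitor wells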
GPR151 activ: activators of human GPR151; Q8TDV0; PathHunter beta-arrestin GPR151 cells, luminescence; activation, % at 11.2 µM; actives 1% (n = 650,000); in the data active = activation above about 4.9%;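 also: 0% = median of compound wells and 100% = cells with positive control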
Target sequence (Q8TDV0 whole entry, looked up): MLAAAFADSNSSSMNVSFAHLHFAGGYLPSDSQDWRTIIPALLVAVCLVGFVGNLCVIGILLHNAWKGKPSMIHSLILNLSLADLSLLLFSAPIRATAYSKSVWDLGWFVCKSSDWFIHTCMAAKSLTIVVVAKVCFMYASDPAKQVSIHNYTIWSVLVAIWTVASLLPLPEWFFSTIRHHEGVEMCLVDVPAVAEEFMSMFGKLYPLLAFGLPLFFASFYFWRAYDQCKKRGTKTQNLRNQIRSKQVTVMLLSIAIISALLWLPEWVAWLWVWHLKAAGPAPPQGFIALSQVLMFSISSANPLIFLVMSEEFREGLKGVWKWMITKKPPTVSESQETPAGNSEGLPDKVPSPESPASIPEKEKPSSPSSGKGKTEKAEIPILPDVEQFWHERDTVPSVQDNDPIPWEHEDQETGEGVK
Starred values were filed as active, the others as inactive; & = joins results of further samples.

SMILES | FBW7 act | MITF inh | TEAD-YAP block | GPR151 activ
Cc1ccc(-c2nc3ccccc3s2)cc1NC(=O)c1cccc(F)c1 | 1.3 | 6 | -1 | -0.9
COC(=O)COc1ccc(S(=O)(=O)NC2CCCCCC2)cc1 | 0.9 | 8 | 3 | -1.6
CCOCCOC(=O)CCSc1n[nH]c(=O)[nH]c1=O | 0.2 | 15 | 17 | -1.2
Cc1ccc(NC(=O)CC2(C)Nc3ccccc3C(=O)N2c2ccccc2C)c(C)c1 (stereo unspecified) | 0.1 | -2 | 7 | -1.1
O=C1c2ccccc2C(=O)N1CNc1ccccc1Cl | 0.0 | -4 | 4 | 0.7
COC(=O)NCc1ccc(S(=O)(=O)N2CCOCC2)cc1 | -0.1 | 2 | 4 | 0.4
O=C(Nc1ncc(Cc2ccc(F)cc2)s1)C1COc2ccccc2O1 (stereo unspecified) | 0.1 | -5 | -27 | 0.7
Cc1cccc2cc(C#N)c(NCCNS(=O)(=O)c3ccccc3)nc12 | 0.3 | 15 | 1 | 0.2
O=C(O)CC/C(=C\c1ccco1)c1nc2ccccc2s1 | 0.2 | 36 | -8 | -1.6
CC(=O)Nc1nc2ccc(NC(=O)c3ncoc3-c3cccc(F)c3)cc2s1 | -0.1 | 0 | -6 | -1.2
COc1ccc(-n2c(=O)c(C#N)cc3c(=O)n4ccccc4nc32)cc1 | 0.2 | -2 | -3 | 0.3
O=C(OCc1cc(Cl)ccc1OC(F)F)c1cccnc1 | 0.1 | 3 | 6 | -0.1
COc1cc(OC)cc(C(=O)Nc2ccc(-c3nc4ccccc4s3)c(O)c2)c1 | 0.0 | -7 | 7 | -1.9
FC(F)(F)c1ccc(Nc2nc(NCCN3CCOCC3)c3[nH]cnc3n2)cc1 | 0.0 | 7 | 0 | -0.5
CCCCNCCOCCOc1ccc(Cl)cc1 | -0.1 | 80* | -3 | 1.9
CC(C)N(CCNc1nc(-c2cccs2)nc2c1ncn2C1CCCCC1)C(C)C | -0.1 | -3 | 2 | -1.1
Cc1ccc(C2CC(C(F)(F)F)n3ncc(C(=O)O)c3N2)cc1 (stereo unspecified) | -0.1 | -9 | 2 | -0.6
CC(=O)NCc1c(C)ncc2c1CCN(C(=O)c1cc3ccccc3o1)C2 | -0.2 | 2 | -11 | 1.1
Cc1cc(O)c(C(=O)/C=C/c2ccc(N(C)C)cc2)c(=O)o1 | -0.2 | 2 | -13 | 1.0
O=C(O)c1cc(NC(=O)C2CC2)cc(C(=O)O)c1 | 0.2 | -6 | -4 | -0.3
COc1ccc(C2(CNC(=O)c3ccc([N+](=O)[O-])cc3)CCOCC2)cc1 | 0.0 | 16 | -1 | -0.4
CC(C)CNc1cc(N2CCOCC2)c2noc3c2c1C(=O)c1ccccc1-3 | -0.3 | 52* | 3 | -1.0
CC1=C(C(=O)N2CCCCC2)C(c2cccc(O)c2)C2=C(CC(C)(C)CC2=O)N1 (stereo unspecified) | 0.1 | 6 | 3 | 2.6
CC(=O)n1cc(/C=C2/N=C(c3ccccc3)OC2=O)c2ccccc21 | 0.0 | -9 | 5 | 0.3
O=C(Nc1ccccc1C(F)(F)F)C(Cl)(Cl)Cl | 0.1 | 11 | 6 | 0.2
CCc1ccc(NC(=O)C(C)Oc2ccc(Cl)c(C)c2)cc1 (stereo unspecified) | 0.1 | 5 | 4 | 0.8
CCC(C(=O)Nc1ccccc1OC)n1nc(-c2ccc(OC)cc2)ccc1=O (stereo unspecified) | -0.1 | 9 | -9 | -0.5
CC(NC(=O)COC(=O)c1cc(=O)c2ccccc2o1)C12CC3CC(CC(C3)C1)C2 (stereo unspecified) | -0.1 | 2 | -17 | 2.5
CCOC(=O)c1c(NC(=O)c2ccccc2NS(=O)(=O)c2cccc3nsnc23)sc2c1CCCC2 | 0.1 | 18 | -2 | -0.7
CCOc1ccc(C(=O)Nc2cccc(-c3nc4cc(C)ccc4o3)c2)cc1 | 0.1 | 11 | -4 | -0.8
Cc1noc(/C=C\c2ccc(N3CCCC3)cc2)c1[N+](=O)[O-] | -0.3 | -7 | -9 | 1.8
COc1ccc([C@@H]2Sc3ccccc3N(CCN(C)C)C(=O)[C@@H]2OC(C)=O)cc1 | -0.1&0.1&0.1&-0.1 | 1&13&-9&-3 | 26 | -1.3&0.3&1.4&-0.1
O=C1OC(Oc2ccccc2)(c2ccccc2)c2ccccc21 (stereo unspecified) | 0.1 | 3 | 2 | -0.5
Fc1ccccc1C1Oc2ccc(Cl)cc2C2=C1C(c1cccnc1)n1nnnc1N2 (stereo unspecified) | 0.5 | 0 | -1 | -2.1
CCNC(=O)C1Cc2ccccc2N1C(=O)NCCc1ccc(OC)cc1 (stereo unspecified) | 0.1 | -3 | 7 | 0.3
Cc1ccc(S(=O)(=O)N2CC=C(c3c(C)[nH]c4ccccc34)CC2)cc1 | 0.3 | 11 | -3 | -0.3
C/C(N)=C(/C#N)C(=O)CSc1nncn1C | 0.1 | 4 | 0 | 0.7
CC1CCc2c(sc(NC(=O)c3cccs3)c2C(N)=O)C1 (stereo unspecified) | 0.0 | 8 | -66 | 0.8
COc1ccc(-c2noc(CSc3nnc(-c4ccccc4)n3C)n2)cc1OC | 0.2 | -4 | 1 | 3.7
O=C(Nc1ccc(OC(F)(F)F)cc1)c1cc2nc3c(c(C(F)(F)F)n2n1)CCc1ccccc1-3 | -0.1 | 8 | 1 | 0.2

Nothing new here: 11 of the compounds above.
SMILES | FBW7 act | MITF inh | TEAD-YAP block | GPR151 activ
CCC(C(=O)Nc1ccccc1OC)n1nc(-c2ccc(OC)cc2)ccc1=O (stereo unspecified) | -0.1 | 9 | -9 | -0.5
CC(NC(=O)COC(=O)c1cc(=O)c2ccccc2o1)C12CC3CC(CC(C3)C1)C2 (stereo unspecified) | -0.1 | 2 | -17 | 2.5
CCOC(=O)c1c(NC(=O)c2ccccc2NS(=O)(=O)c2cccc3nsnc23)sc2c1CCCC2 | 0.1 | 18 | -2 | -0.7
CCOc1ccc(C(=O)Nc2cccc(-c3nc4cc(C)ccc4o3)c2)cc1 | 0.1 | 11 | -4 | -0.8
Cc1noc(/C=C\c2ccc(N3CCCC3)cc2)c1[N+](=O)[O-] | -0.3 | -7 | -9 | 1.8
COc1ccc([C@@H]2Sc3ccccc3N(CCN(C)C)C(=O)[C@@H]2OC(C)=O)cc1 | -0.1&0.1&0.1&-0.1 | 1&13&-9&-3 | 26 | -1.3&0.3&1.4&-0.1
O=C1OC(Oc2ccccc2)(c2ccccc2)c2ccccc21 (stereo unspecified) | 0.1 | 3 | 2 | -0.5
Fc1ccccc1C1Oc2ccc(Cl)cc2C2=C1C(c1cccnc1)n1nnnc1N2 (stereo unspecified) | 0.5 | 0 | -1 | -2.1
CCNC(=O)C1Cc2ccccc2N1C(=O)NCCc1ccc(OC)cc1 (stereo unspecified) | 0.1 | -3 | 7 | 0.3
Cc1ccc(S(=O)(=O)N2CC=C(c3c(C)[nH]c4ccccc34)CC2)cc1 | 0.3 | 11 | -3 | -0.3
C/C(N)=C(/C#N)C(=O)CSc1nncn1C | 0.1 | 4 | 0 | 0.7

Next section
SMILES | FBW7 act | MITF inh | TEAD-YAP block | GPR151 activ
Cc1ccc(N2C(=O)C3C4C=CC(C4)C3(C)C2=O)cc1 (stereo unspecified) | -0.1 | 5 | -4 | 1.3
CCC(C)(C(=O)NC1CCCC1)N(Cc1ccco1)C(C)=O (stereo unspecified) | -0.1 | 1 | 6 | -0.6
O=C(Nc1ccccc1)c1cnc(Nc2ccc(-n3ccnc3)cc2)s1 | -0.1 | 5 | -22 | -2.6
Cn1c(=O)c2c(nc(NCCCO)n2Cc2cccc3ccccc23)n(C)c1=O | -0.1 | -2 | 3 | 0.9
COc1ccc(C2=N/C(=C\c3ccc(Br)cc3)C(=O)O2)cc1[N+](=O)[O-] | 0.2 | 0 | 8 | 0.0
O=C1OC(c2cc(F)c(F)cc2Cl)=N/C1=C\C=C\c1ccccc1 | -0.2 | -4 | -6 | 0.5
COc1ccc(-n2cc(-c3ccccc3)c3c(SCc4cc(C)ccc4C)ncnc32)cc1 | -0.1 | -1 | -2 | -0.8
Cn1c(=O)c2c(nc(NCC3CCCO3)n2Cc2ccc(Cl)cc2)n(C)c1=O (stereo unspecified) | 0.0 | 1 | 4 | 0.7
O/N=C1\c2ccccc2-c2c(F)c(F)c(F)c(F)c21 | 0.6 | 2 | 3 | -1.2
Cc1cccc(CC(=O)N(c2ccc(F)cc2)C2C=CS(=O)(=O)C2)c1 (stereo unspecified) | 0.1 | 10 | 16 | -0.6
O=C(/C=C/Nc1ccc([N+](=O)[O-])cc1Br)c1ccccc1 | 0.1 | 7 | 43* | -0.8
COC(=O)c1c(NC(=O)c2cc3ccccc3oc2=O)sc(C)c1-c1ccccc1 | 0.0 | 4 | 5 | 0.7
COc1ccccc1C(=O)NCc1nnc2n1CCN(Cc1ccc3c(c1)OCO3)CC2 | 0.1 | -2 | 0 | 2.7
COc1ccc(CN2CCSCC2)c(OC)c1C | -0.1 | 22 | 3 | -0.3
CCOC(=O)N1CCN(C(=O)CNC(=O)Cc2ccc(Cl)cc2)CC1 | 0.3 | -5 | 5 | 0.2
CN(C)c1ccc(/C=C/C(=O)c2ccc(N)cc2)cc1 | 0.0 | -8 | 3 | -3.0
COC(=O)c1ccc(CN2CCN(CC(C)C)C(CCO)C2)cc1 (stereo unspecified) | -0.1 | 5 | 3 | -0.1
Cc1ccc(NC(=O)C(=O)NCCc2ccccc2Cl)c(C)c1 | 0.7 | 15 | 5 | 0.9
Clc1nc(NCc2ccco2)nc(NC2CCCCC2)n1 | -0.1 | 11 | -4 | -0.4
CC(C)CCn1c2ccccc2c2nc3cc(OC(C)C)c(OC(C)C)cc3nc21 | 0.6 | 15 | 8 | -0.7
COc1cc([C@@H]2C[C@H]3CN(C)C(=O)[C@]34CCCN24)ccc1OCc1ccccc1 | 0.0 | 8 | 10 | 2.1
COCCN1C(=O)C(O)=C(C(C)=O)C1c1ccc([N+](=O)[O-])cc1 (stereo unspecified) | -0.1 | 4 | -8 | -0.4
O=C(N/N=C/c1ccc(O)c(O)c1)c1ccc(-c2ccccc2)cc1 | 0.0 | -19 | 3 | 3.6
CC(C)(CO)CNC(=O)c1cc(Cc2cccc3ccccc23)no1 | 0.0 | -5 | -10 | -0.3
O=C1NC(c2ccccc2)(C(F)(F)F)Sc2nc3ccccc3n21 (stereo unspecified) | 0.1 | -9 | -3 | 1.1
COc1cccc(C2CC(c3ccccc3Cl)n3nnnc3N2)c1 (stereo unspecified) | 0.3 | 8 | 15 | -0.7
COC(=O)c1ccc(COc2ccc3c(c2)oc(=O)c2cc(OC)ccc23)o1 | -0.3 | -3 | -4 | -0.4
CCOC(=O)C1=C(C)N=c2s/c(=C\c3cccc(OCC(=O)O)c3)c(=O)n2C1c1ccccc1OC (stereo unspecified) | 0.1 | 4 | 5 | -0.6
CCC(=O)Nc1ccccc1C(=O)OCC(=O)Nc1nc2ccc(C(=O)OC)cc2s1 | -0.4 | -1 | -2 | -1.9
O=C(c1ccncc1)N1CCN(C(=O)c2ccccc2F)CC1 | 0.0 | 21 | 4 | 0.3
Cc1cc(C)cc(OCC(=O)NC2CC(C)(C)NC(C)(C)C2)c1 | -0.2 | 1 | -2 | -0.4
CC(C)OC(=O)/C=C1\SC(=O)NC1=O | 0.0 | -3 | 1 | 0.3
CC(C)c1ccc(N2C(=O)CSC23C(=O)Nc2ccccc23)cc1 (stereo unspecified) | 0.7 | 14 | 13 | -0.9
COc1ccc(CNCCC2CCC(=O)N2CC(c2ccccn2)N2CCOCC2)cc1 (stereo unspecified) | -0.1 | 3 | 1 | -0.6
Cc1ccc(-c2nc(CS(=O)(=O)CC(=O)NCc3cccc(Cl)c3)c(C)o2)cc1 | 0.1 | 7 | 9 | 2.2
CCOC(=O)C1=CN(Cc2ccc(OC)c(OC)c2)C=C(C(=O)OCC)C1c1ccc([N+](=O)[O-])cc1 | 0.5 | 4 | -1 | 1.4
Cc1ccc(C)c(N2CCN(C(=O)c3cnn4c(C)c(Cc5ccccc5C)c(C)nc34)CC2)c1 | 0.0 | 1 | -8 | 0.1
Cc1cc(C)cc(N(CC(=O)NC2CCCCCC2)S(=O)(=O)c2c(C)noc2C)c1 | 0.6 | 13 | 4 | -1.0
Cc1ncc(CO)c(/C=N/Nc2nc3ccccc3o2)c1O | -1.4 | 65* | 11 | -0.5
Cc1cc(C)c2nc(C)cc(NC(=O)CN3C(=O)c4ccccc4C3=O)c2c1 | -0.3 | -12 | -6 | 2.9
CCN(CC)c1ccc(NC(=O)/C=C\C(=O)O)cc1 | -0.1 | 34 | 11 | 16*
Cc1cccc(N2CCN(C(=O)Cn3c(=O)c4cccn4c4ccccc43)CC2C)c1 (stereo unspecified) | -0.3 | -10 | 7 | 0.2
COc1ccc(NC(=O)CSc2nc3c(sc(=S)n3-c3ccccc3)c(=O)[nH]2)c(OC)c1 | -0.2 | -3 | 19 | -0.1
CCc1cccc(C)c1NC(=S)N(Cc1ccc(Cl)cc1)CP(=O)(OC)OC | 0.5 | 10 | -11 | 0.1
CCCN1C(=O)c2ccc(C(=O)Nc3ccc(O)cc3C(=O)O)cc2C1=O | 0.2 | 16 | -4 | -4.7
NCCCCCCNc1ccc(C(F)(F)F)cc1[N+](=O)[O-] | -0.1 | -8 | -7 | 0.2
COc1ccccc1NC(=O)c1sc(NC(=O)c2ccc3c(c2)OCO3)c(C#N)c1C | 0.9 | 13 | 2 | 1.1
COc1ccc(C(=O)NCC(c2cccnc2)N2CCN(c3ccccc3F)CC2)cc1OC (stereo unspecified) | 0.1 | 9 | 5 | 0.9
N#CC1=C(N)Oc2n[nH]c(-c3ccc(Cl)c(Cl)c3)c2C1c1ccc(O)cc1 (stereo unspecified) | -0.6 | 8 | 0 | -1.2
CCCCOC(=O)c1ccc(Nc2c(C(=O)OCC)cnc3c(C)cc(C)cc23)cc1 | 0.1 | 10 | 2 | -0.6

Screening data (PubChem BioAssay)
